Tb PFK block – blocks T. brucei phosphofructokinase; Potency, µM (series often up to 57.5 µM), for the others: at the top dose activity, negative = inhibition, hits mostly inhibitors; T. brucei PFK, ADP-Glo luminescence; actives 0.17% (n = 330,000); AID 485367; O15648;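 also: potency is read from the fitted curve at half-maximal effect; 0% = uninhibited 1x PFK enzyme wells and -100% = no-enzyme wells; nearly all actives have a fitted effect of over 60% in size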
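Luminescent ADP detection (ADP-Glo, two-step: ATP depletion then ADP-to-ATP conversion for luciferase) reported PFK activity after 45 min room-temperature reaction of 1.25 nM enzyme with 0.5 mM F6P and 0.1 mM ATP at pH 8.0.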
Giardia kill – kills Giardia lamblia; activity change, % at 7.66 µM, hits read low; Giardia lamblia trophozoite viability; actives 0.15% (n = 340,000); in the data active = activity change below about -80%; inconclusive = between about -30% and that limit;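 also: parasites exposed to compound for two days anaerobically before the ATP read; % is scaled to controls: 0 for no effect and ±100 for the full control effect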
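Viability, read as ATP luminescence: trophozoites at 100 cells/well, compound added, 48 hrs anaerobic at 37 deg C, then 15-30 min room-temperature development before reading.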
BCR signal inh – inhibitors of chronic active B-cell receptor signaling; ABC-DLBCL IkBa-CBG/CBR reporter, luminescence ratio, 4 h; actives 0.05% (n = 340,000); Potency, µM (titrated, usually from 46.1 µM), for the others: top-dose ratio change, negative = lower green/red ratio, actives largely listed as inhibitors; active = well fitted inhibition curve with a large enough effect in the signal ratio, with a control signal flat, not every such curve was filed as active; inconclusive = small, poorly fitted or top-dose-only effect, or effect the other way, or a change in a side signal; the % refers to the signal ratio;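 also: potency is read from the fitted curve at half-maximal effect; plate controls were basal doxycycline-induced cells for no effect and cells given 10 µM MG132 for full effect; MG132 reads +100%, hits lower the ratio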
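Compounds up to 46 uM were incubated four hours with TMD8 cells whose green CBG68 luciferase is fused to IkappaBalpha; red CBR luminescence normalised the signal, and concentration-effect curves were fitted to fusion, red and ratio data.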
FBPA coupling cs – counter-screen for Giardia aldolase inhibitors: coupling enzyme system | actives 0.67% (n = 290,000) | activity change, negative = inhibition, % at 58.2 µM, hits read low | coupling enzyme system counterscreen, AmpLite Red fluorescence; in the data active = activity change below about -30%; also: % is scaled to controls: 0 for no effect and ±100 for the full control effect
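Final compound at 57.5 uM, incubated 10 min at RT with coupling enzyme reagent (glyceraldehyde-3-phosphate), then 20 min with substrate and AmpLite Red detection. Fluorescence read at 525/598 nm; tests interference with the coupling assay, not aldolase inhibition.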
TSG101-PTAP inh – blocks PTAP/TSG101 interaction to inhibit HIV-1 budding; Fluorescence polarization, FITC-PTAP peptide / Tsg101 binding; 340,000 tested, under 10 active; Potency, µM (doses to about 115 µM), without a hit: at the top dose activity change, negative = inhibition, usual class: inhibitors; Q99816; active = well fitted inhibition curve with a large enough effect in the main read-out, with a control signal flat, not every such curve was filed as active; inconclusive = small, poorly fitted or top-dose-only effect, or effect the other way, or a change in a side signal; inactive = no such curve, though single readings can be large or run the other way; also: potency is read from the fitted curve at half-maximal effect; % of control where 0% means no effect
Target sequence (Q99816 whole entry, looked up): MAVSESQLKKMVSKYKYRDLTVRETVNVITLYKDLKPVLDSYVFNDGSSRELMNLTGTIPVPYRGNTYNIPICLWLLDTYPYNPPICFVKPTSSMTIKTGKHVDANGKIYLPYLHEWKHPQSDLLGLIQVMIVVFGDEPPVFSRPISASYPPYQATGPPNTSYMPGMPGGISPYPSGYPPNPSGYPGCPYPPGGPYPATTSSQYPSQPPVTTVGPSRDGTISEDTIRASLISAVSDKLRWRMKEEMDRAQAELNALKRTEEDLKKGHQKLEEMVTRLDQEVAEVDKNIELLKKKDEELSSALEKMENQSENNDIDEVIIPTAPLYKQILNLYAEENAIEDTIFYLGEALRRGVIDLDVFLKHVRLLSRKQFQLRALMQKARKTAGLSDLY
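FP read-out: FITC-PTAP peptide, 50 nM final, binding Tsg101 binding domain, 10 uM final; 20 min, r.t.; 10 mM HEPES pH 7.5, 0.15 M NaCl, 0.01% Tween 20, 3 mM EDTA, 0.1 mM TCEP.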
S-ASM inh – blocks human secretory acid sphingomyelinase | Potency, µM (doses to about 57.5 µM), without a hit: top-dose activity change, negative = inhibition, actives largely listed as inhibitors | P17405 | AID 504937 | actives 0.006% (n = 340,000) | placental ASM, HMU-PC fluorogenic substrate, 60 min; also: potency is read from the fitted curve at half-maximal effect
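HMU-PC0 cleavage (9 uM final) by human placental ASM, 60 min at 37 °C following 10 min compound exposure at RT; stopped at pH 10, fluorescence Ex 386/Em 447 nm.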
B2AR arrestin – beta2AR (human) beta-arrestin recruitment activity; Potency, µM (highest dose often 46.1 µM), without a hit: at the top dose activation, usual class: activators; beta-arrestin recruitment to beta2AR, cell-based reporter; P07550; actives 0.02% (n = 330,000);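 also: potency is read from the fitted curve at half-maximal effect; 0% = DMSO controls and full agonism = EC100 isoproterenol or metaproterenol; nearly all actives have a fitted effect of over 65% in size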
Menin MLL FP TR – menin-MLL binding inhibition, Texas Red mutant peptide; Menin + Texas Red MLL mutant peptide, fluorescence polarization; Potency, µM (top dose mostly 61.6 µM), inactives show at the top dose FP activity change, negative = inhibition, actives largely listed as inhibitors; actives 0.23% (n = 270,000); AID 1768; active = well fitted inhibition curve with a large enough effect in the polarisation, with a control signal flat, not every such curve was filed as active; inconclusive = small, poorly fitted or top-dose-only effect, or effect the other way, or a change in a side signal; inactive = no such curve, though single readings can be large or run the other way; the % refers to the polarisation; also: potency is read from the fitted curve at half-maximal effect; % of control where 0% means no effect; many of its hits are not listed in these tables
PKM2 act – PKM2 (human) enzyme activation; P14618; purified PKM2, Kinase-Glo ATP luminescence, activation; response scale: 0% is enzyme alone, no compound; Potency, µM (series often up to 57.5 µM), inactives show at the top dose activation, hits mostly activators; actives 0.34% (n = 260,000); AID 1631; also: potency is read from the fitted curve at half-maximal effect; % is scaled to controls: 0 for no effect and ±100 for the full control effect; nearly all actives have a fitted effect of over 55% in size
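hPK-M2, >95% pure; 0.1 mM ADP / 0.5 mM PEP final; imidazole pH7.2 buffer w/ 7 mM MgCl2, 50 mM KCl; 1 h RT; Kinase-Glo lum. Intermediate enzyme activity for dual inhibitor/activator qHTS.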
GALK inhibitor – inhibitors of human galactokinase | P51570 | Purified GALK, Kinase-Glo residual ATP luminescence | Potency, µM (doses to about 57.5 µM), inactives show at the highest dose activity change, negative = inhibition, hits mostly inhibitors | actives 0.007% (n = 270,000); also: potency is read from the fitted curve at half-maximal effect; % is scaled to controls: 0 for no effect and ±100 for the full control effect
Target sequence (P51570 whole entry, looked up): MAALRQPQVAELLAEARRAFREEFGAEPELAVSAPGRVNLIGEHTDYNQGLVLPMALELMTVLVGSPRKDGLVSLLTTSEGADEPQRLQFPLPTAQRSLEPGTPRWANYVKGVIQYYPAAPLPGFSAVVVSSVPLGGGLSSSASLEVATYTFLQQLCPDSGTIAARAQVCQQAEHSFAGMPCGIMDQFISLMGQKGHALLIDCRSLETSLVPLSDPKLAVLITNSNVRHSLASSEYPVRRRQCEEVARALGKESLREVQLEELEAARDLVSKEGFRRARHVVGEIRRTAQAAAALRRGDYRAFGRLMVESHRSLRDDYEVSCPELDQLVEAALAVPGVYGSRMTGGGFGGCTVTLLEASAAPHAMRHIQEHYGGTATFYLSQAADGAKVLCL
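Kinase-Glo Plus luminescence measured ATP left after a 1 h room-temperature reaction. The reaction used 5 nM GALK, 100 uM galactose and 35 uM ATP at pH 8.0 (20 mM HEPES, 5 mM MgCl2, 60 mM NaCl, 1 mM DTT, 0.01% BSA).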
a7 integrin act – activates integrin-mediated alleviation for muscular dystrophy; alpha7betagal myoblasts, beta-gal FDG fluorescence, 48 h; Potency, µM (titrated, usually from 38.3 µM), for the others: at the top dose activation, most hits filed as activators; actives 0.064% (n = 350,000); AID 624291;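 also: potency is read from the fitted curve at half-maximal effect; 100% = response of the positive control SU9516; nearly all actives have a fitted effect of over 60% in size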
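Alpha7betagal+/- myoblasts (passage 13) were plated 16-24 hr, then exposed to compounds (1:260 dilution of DMSO stock) for 48 hours at 37C. After MPER lysis, β-galactosidase reporter activity was read as FDG fluorescence (ex 480/em 540) after 30 minutes.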
An asterisk follows results filed as active; ? = inconclusive; nt = not tested or not shown; [ ] = dose if it differs, or a comment. Unless noted, calls follow the shape of the dose curve; as a rule, active = well fitted curve in the direction sought with a large enough effect; inconclusive = small, poorly fitted or top-dose-only effect, or another doubt; inactive = no such curve, though single readings can be large; an effect the other way counts as inactive or inconclusive. A portion of the library; the hit share may differ from the screen's.

Value order – Tb PFK block	Giardia kill	BCR signal inh	FBPA coupling cs	TSG101-PTAP inh	S-ASM inh	B2AR arrestin	Menin MLL FP TR	PKM2 act	GALK inhibitor	a7 integrin act
O=C(NCCN1C(=O)C2C3C=CC(C3)C2C1=O)Nc1ccccn1 (stereo unspecified)
 : -0.9%	6.4	4.8%	5.2	-1.5%	-3.2%	0.0%	34.3%[activator]	-4.5%	2.8%	11.9%
O=C1CN(C(=O)COC(=O)c2ccc(Cl)c(S(=O)(=O)N3CCCCC3)c2)c2ccccc2N1
 : 1.1%	4.0	1.5%	nt	0.6%	-5.9%	-0.2%	nt	nt	nt	-38.1%
Cc1ccccc1NCC(=O)N/N=C/c1ccc([N+](=O)[O-])cc1
 : -15.6%	-11.9	-2.1%	6.3	-0.5%	-0.6%	-0.7%	-4.1%	-10.1%	nt	-2.7%
Cc1ccc(S(=O)(=O)N2CCCC(c3nc4c(nnn4Cc4ccc5c(c4)OCCO5)c(=O)[nH]3)C2)cc1 (stereo unspecified)
 : 2.3%	27.4	-0.3%	nt	-0.7%	-19.3%	0.4%	nt	nt	-0.7%	-25.9%
C/C=C(/C)C(=O)OC1CC(C)(C)C[C@H]2C3=CC[C@@H]4[C@@]5(C)CCC(O[C@@H]6O[C@@H](C(=O)O)[C@@H](O)C(O[C@@H]7OC[C@H](O)[C@@H](O)[C@@H]7O[C@@H]7OC(CO)C(O)[C@@H](O)[C@@H]7O)C6O[C@@H]6OC(CO)C(O)C(O)C6O)[C@@](C)(CO)[C@@H]5CC[C@]4(C)[C@]3(C)CC(O)[C@@]12CO (stereo partly specified)
 : 6.3%	-6.0	?	nt	-6.2%	-0.9%	0.0%	nt	nt	nt	0.0%
O=C(CSc1nnc(COc2ccccc2)o1)NCCc1ccccc1
 : -0.5%	-20.7	2.2%	14.0	-0.4%	-1.1%	-0.9%	8.0%	7.8%	13.3%	-1.2%
CC1(C)C(=O)OC(c2cccc([N+](=O)[O-])c2)C2(CCCCC2)C1=O (stereo unspecified)
 : 2.3%	4.4	-2.5%	1.5	-0.4%	-3.6%	-0.2%	-5.9%	-3.1%	0.5%	-24.2%
O=C(CSc1nc(=O)n2ccccc2n1)NCc1ccc(F)cc1
 : 15.6%	-18.0	0.1%	nt	-1.4%	-0.3%	0.1%	nt	nt	nt	-15.7%
CCOC(=O)c1[nH]nc2c1C(=O)N(CC)C2=O
 : -3.1%	-7.3	4.0%	-5.7	-0.4%	-0.4%	0.1%	24.9%	-0.8%	0.2%	-1.6%
O=C(NCCCN1CCOCC1)c1sc2cc(Cl)ccc2c1Cl
 : 0.9%	-8.5	-0.4%	1.1	-3.3%	-2.7%	0.2%	-10.3%	-4.9%	9.9%	4.0%
CCOC(=O)c1[nH]c(C)c(C(=O)OCc2ccccc2F)c1C
 : 1.3%	17.7	-1.8%	-2.6	-0.5%	4.3%	1.1%	4.2%	-0.1%	1.2%	-13.8%
Cc1ccc(N2NC(=O)/C(=C/c3ccc(-c4ccc(Cl)c(C(=O)O)c4)o3)C2=O)cc1C
 : -6.8%	-3.6	?	0.9	-1.7%	-3.7%	-0.6%	?	0.1%	-0.3%	-13.9%
COc1ccc(C(=O)COc2ccc(F)cc2)c(O)c1
 : 2.1%	-2.9	-2.0%	-0.6	0.5%	0.2%	-0.4%	1.3%	2.7%	3.1%	-11.4%
O=C1CC(NCCc2ccccc2)C(=O)N1CCc1ccccc1 (stereo unspecified)
 : -1.4%	-0.1	?	0.9	-2.2%	8.3%	-0.1%	nt	-3.2%	nt	-2.4%
Oc1ccc(-c2cn3ccccc3n2)cc1O
 : -27.4%	-8.2	?	-6.5	-5.6%	5.6%	2.9%	36.1%[activator]	nt	9.3%	-22.8%
COC(=O)CSc1[nH]c2cc(C)ccc2c1[N+](=O)[O-]
 : -4.2%	-8.4	11.3%	0.8	1.9%	28.8%	-0.9%	-3.6%	5.5%	3.1%	-8.3%
O=Cc1sc(Nc2ccccc2)nc1Cl
 : -2.3%	-13.0	?	-1.0	13.1%	5.3%	0.2%	?	2.9%	-1.1%	-49.8%[inhibitor]
CSc1cccc(NC(=O)C2CCCN(S(=O)(=O)c3ccc(F)cc3)C2)c1 (stereo unspecified)
 : -4.1%	-17.0	?	-3.0	-1.0%	-11.1%	-0.2%	40.6%[activator]	2.8%	-1.6%	-28.9%
Cc1ccccc1-n1c(SCC(=O)N/N=C/c2ccccc2OCC(=O)O)nc2ccccc2c1=O
 : -1.0%	8.7	?	13.3	-4.2%	6.5%	0.0%	nt	-1.1%	3.0%	8.2%
Oc1c(Br)cc(Br)c2cccnc12
 : nt	-4.5	nt	-7.9	3.9%	-2.2%	nt	?	nt	nt	nt
CCCc1cc(C(=O)Nc2ccc(C(=O)OC)cc2)cs1
 : 2.6%	8.1	?	1.4	-1.1%	4.4%	0.3%	27.4%	0.4%	-2.9%	29.9%
CCCCN(C)CCCNC(=O)CN1C(=O)COc2ccc(S(=O)(=O)N3CCOCC3)cc21
 : -0.8%	6.8	-13.9%	nt	2.7%	3.8%	0.2%	nt	nt	0.1%	0.0%
CCOC(=O)CSc1nc(C)cc2c1C(=O)OC2
 : 0.3%	-23.4	?	-5.8	-3.1%	-3.0%	0.3%	-5.7%	-16.3%	-2.7%	16.5%
N#Cc1c(NC(=O)CSCC(=O)O)sc2c1CCCC2
 : 4.4%	5.1	?	11.7	-10.4%	3.9%	-1.6%	11.0%	-1.5%	-0.9%	-9.9%
Cc1cc(C)n2nc(Nc3ccccc3)cc2n1
 : -1.6%	-3.6	-8.1%	-14.9	-3.7%	100.3%[activator]	0.4%	15.4%	-7.0%	3.9%	3.8%
CCC1(c2ccccc2)NC(=O)N(CC(=O)Nc2ccc(S(=O)(=O)N3CC(C)CC(C)C3)cc2)C1=O (stereo unspecified)
 : -5.8%	-3.8	11.6%	nt	1.4%	0.2%	-1.2%	nt	nt	nt	-17.2%
O=C(O)COc1ccc2c3c(c(=O)oc2c1)CCCC3
 : 6.7%	17.3	4.9%	7.4	0.7%	0.1%	-0.2%	-15.0%	0.4%	-0.7%	0.0%
Cn1c(N)c(C(=O)COC(=O)/C=C/c2ccc(S(=O)(=O)N3CCOCC3)cc2)c(=O)n(C)c1=O
 : -17.6%	0.3	23.0%	0.7	-1.9%	-1.8%	0.0%	nt	-9.2%	1.6%	-23.9%
CC(=O)NCC(=O)OCC(=O)c1ccc(Cl)cc1
 : -17.2%	-28.5	?	10.4	-3.0%	1.5%	-0.2%	-1.6%	-11.1%	-1.1%	2.5%
O=C(CCCC(=O)OCC(Cl)=C(Cl)Cl)Nc1cccc2ccccc12
 : 5.9%	-2.3	-0.9%	-0.5	1.3%	-1.4%	-0.4%	-17.4%	10.9%	1.1%	8.2%
COc1ccc(CCC(=O)Nc2cccc(S(=O)(=O)N(C)C)c2)cc1OC
 : -0.2%	-8.3	1.1%	-0.5	0.3%	0.3%	-1.1%	7.3%	-9.9%	-3.1%	-6.0%
CCN(CC)CCCNC(=O)c1cc2c(Cl)nc3ccccc3c2s1
 : 2.3%	21.2	?	0.0	-7.5%	-7.8%	-0.1%	?	-2.4%	3.3%	-25.6%
CN(C)/C=N/c1nc2ncc(-c3ccc(Cl)cc3)c(/N=C/N(C)C)n2n1
 : -0.4%	-3.9	2.0%	0.3	1.1%	86.1%[activator]	0.0%	-20.0%	nt	1.7%	9.3%

Filtered by structure, the entries above with two or more sulfur atoms.
Value order – Tb PFK block	Giardia kill	BCR signal inh	FBPA coupling cs	TSG101-PTAP inh	S-ASM inh	B2AR arrestin	Menin MLL FP TR	PKM2 act	GALK inhibitor	a7 integrin act
CSc1cccc(NC(=O)C2CCCN(S(=O)(=O)c3ccc(F)cc3)C2)c1 (stereo unspecified)
 : -4.1%	-17.0	?	-3.0	-1.0%	-11.1%	-0.2%	40.6%[activator]	2.8%	-1.6%	-28.9%
N#Cc1c(NC(=O)CSCC(=O)O)sc2c1CCCC2
 : 4.4%	5.1	?	11.7	-10.4%	3.9%	-1.6%	11.0%	-1.5%	-0.9%	-9.9%
